ARNT TACC3 PPI = disruptors of ARNT/TACC3 protein interaction, primary screen, biochemical, AlphaScreen, single concentration. Transforming acidic coiled-coil-containing protein 3 (Homo sapiens), Q9Y6A5. AlphaScreen His-ARNT PAS-B/GST-TACC3 binding, luminescence; TACC3 fragment carries E629A point mutation. inhibition, % at 9.99 µM. actives 0.66% (n = 390,000);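 active means mean inhibition of replicates at least 50% and at least half of replicates each reaching 50%; inconclusive means half or more replicates reach 50% but mean below 50%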;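 further: 0% = complete ARNT plus TACC3 wells and 100% = ARNT alone without TACC3; many hits fall short of the cut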
esBAF inh = Bmi1 luciferase reporter increase in mESCs, primary screen, esBAF inhibitor project, mouse ES cells, Bmi1 luciferase knock-in, single point; 24 h; 100% = twice the neutral-well signal; reporter increase, % at 12.5 µM; actives 2% (n = 350,000); in the data active means activation above about 40%; inconclusive means no clear call, values can overlap the other calls;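 further: 0% = median of the plate's neutral control wells and 100% = double that signal; a rise in the Bmi1 reporter signal indicates esBAF inhibition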
E-selectin induc = E-selectin induction in HUVECs, primary screen, imaging, HUVEC, immunofluorescence imaging, single point. normalized: neutral wells 0, TNF-alpha wells 100. activation, % at 7.58 µM. AID 686992, 2013. actives 0.37% (n = 260,000). P16581;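 active means mean E-selectin-positive cell signal at least 10% of the positive control, reached in at least 60% of replicates, without over 20% cell loss; inconclusive means no rule given, readout overlaps actives, possibly toxicity-flagged; inactive means the rest, including those meeting only one limit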;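 further: in these data hits start at about 27%; measured in HUVEC primary endothelial cells; signal is the percent of cells scored E-selectin positive by PE staining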
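System: HUVEC / Compound: single concentration / Signal: immunofluorescence imaging / Read-out: percent E-selectin-positive cells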
CASP6 VEID inh = human caspase-6 inhibitors, primary screen, biochemical, VEID-R110 fluorescence, single point, set 2; purified caspase-6, Z-VEID-R110 cleavage fluorescence; P55212; AID 686996, 2013; actives 0.53% (n = 350,000); inhibition, % at 12.5 µM;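 active means mean inhibition across replicates at least about 35%, with every replicate also reaching that limit, limit read from the data; inconclusive means only one of the two criteria met; inactive means neither criterion met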;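 further: 0% = median of neutral control wells and 100% = no fluorescence left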
Target sequence (P55212 24-179 limits assumed): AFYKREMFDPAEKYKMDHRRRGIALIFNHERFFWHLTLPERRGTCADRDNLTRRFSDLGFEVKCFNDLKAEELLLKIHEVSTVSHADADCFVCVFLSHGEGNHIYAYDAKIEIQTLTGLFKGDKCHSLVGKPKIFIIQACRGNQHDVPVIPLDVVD
Target sequence (P55212 194-293 limits assumed): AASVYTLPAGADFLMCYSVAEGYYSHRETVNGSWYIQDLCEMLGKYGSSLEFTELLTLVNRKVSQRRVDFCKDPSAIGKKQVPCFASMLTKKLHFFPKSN
RAD54 inh = inhibitors of human RAD54 branch migration, primary screen, biochemical, fluorescence, single point; inhibition, % at 10.4 µM; AID 602329, 2012; DNA repair and recombination protein RAD54-like (Homo sapiens), Q92698; actives 0.14% (n = 360,000); RAD54 Holliday junction branch migration, FAM/BHQ fluorescence;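 active means mean normalized replicate activity at least 40 and at least half of replicates scoring 40 or more; inconclusive means only one of the two criteria met; inactive means mean below 40 and under half of replicates reaching 40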;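 further: 0% = median of neutral control wells and 100% = median of positive control wells; inhibitors cause a drop in the FAM fluorescence signal; in these data hits start at about 50%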
RAD52 anneal inh = RAD52 DNA annealing inhibitors, primary screen, biochemical, FRET, single point, set 2; DNA repair protein RAD52 homolog (Homo sapiens), P43351; recombinant RAD52 DNA annealing, FRET fluorescence; inhibition, % at 18.7 µM; actives 0.46% (n = 360,000); AID 651710, 2012;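 active means every replicate showing at least 50% inhibition; inconclusive means mean inhibition at least 50% but not in every replicate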
Target sequence (P43351 whole entry, looked up): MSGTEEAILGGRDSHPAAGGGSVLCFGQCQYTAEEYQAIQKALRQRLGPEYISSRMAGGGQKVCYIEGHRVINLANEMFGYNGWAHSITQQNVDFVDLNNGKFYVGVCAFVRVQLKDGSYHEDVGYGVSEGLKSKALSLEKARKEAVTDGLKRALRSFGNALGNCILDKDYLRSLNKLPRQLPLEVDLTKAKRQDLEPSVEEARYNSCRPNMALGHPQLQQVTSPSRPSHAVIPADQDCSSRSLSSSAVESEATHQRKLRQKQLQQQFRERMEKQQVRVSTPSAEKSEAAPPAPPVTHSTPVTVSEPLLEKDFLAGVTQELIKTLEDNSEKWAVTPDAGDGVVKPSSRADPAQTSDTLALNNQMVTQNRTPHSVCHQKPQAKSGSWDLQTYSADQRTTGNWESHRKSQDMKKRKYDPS
PglD inh = C. jejuni PglD acetyltransferase inhibitors, primary screen, biochemical, DTNB colorimetric, single point | purified PglD enzyme, DTNB colorimetric CoA detection | actives 0.098% (n = 360,000) | inhibition, % at 12.5 µM; in the data active means inhibition above about 16%, passing the limit was not always enough; inconclusive means no clear call, values can overlap the other calls; further: strong numbers were not always called active
ERp5 block = inhibitors of ERp5-driven insulin aggregation, primary screen, biochemical, turbidity, absorbance 650 nm, single point; inhibition, % at 9.99 µM; actives 0.05% (n = 350,000); AID 651711, 2012; Protein disulfide-isomerase A6 (Homo sapiens), Q15084; 90 min;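 active means mean replicate inhibition above about 25%, with every replicate also reaching it, limit read from the data, passing the limit was not always enough; inconclusive means only one of those two criteria met; inactive means neither criterion met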
Numbers without * were called inactive; ? = inconclusive; · = not tested or not shown; & = joins results of further samples. Rows are unselected; overall some 3.2% were active at least once.

Letter code: A = ARNT TACC3 PPI; B = esBAF inh; C = E-selectin induc; D = CASP6 VEID inh; E = RAD54 inh; F = RAD52 anneal inh; G = PglD inh; H = ERp5 block
O=C(CCn1cccn1)Nc1ccc2c(c1)OCO2
  A = 4.6	B = 26.8	C = 2.3	D = 4.4	E = -2.0	F = -4.0	G = -0.4	H = -5.4

COc1ccc(NC(=O)N(C)C[C@@H]2OCCCC[C@H](C)Oc3ccc(NC(=O)Nc4c(C)noc4C)cc3C(=O)N([C@H](C)CO)C[C@@H]2C)cc1
  A = 7.3	B = 1.9	C = 0.1	D = -2.4	E = 13.4	F = 3.4	G = 0.7	H = 8.2

CCCCC(=O)Nc1ccc(C(=O)NCc2ccncc2)cc1
  A = 30.8	B = -0.2	C = ·	D = -1.1	E = -2.3	F = -3.2	G = -4.9	H = 2.3

COCCOC1CCN(C(=O)C2CCC(=O)N(Cc3cccc(F)c3)C2)CC1 (stereo unspecified)
  A = 11.7	B = -4.2	C = ·	D = -0.4	E = -3.5	F = 1.3	G = 1.0	H = 1.7

CCC(=O)Nc1nc(C)cc(SCC(=O)OC)n1
  A = -0.3	B = -12.9	C = ·	D = ·	E = -2.4	F = ·	G = -2.6	H = ·

CO[C@H]1CN(C)C(=O)c2cc(NC(=O)C3CCC3)ccc2OC[C@H](C)N(Cc2ccccn2)C[C@H]1C
  A = -2.0	B = 2.9	C = -0.2	D = -3.3	E = -9.4	F = 5.9	G = 1.3	H = -3.5

COc1ccc(NC(=O)N(C)C[C@H]2Oc3ccc(NC(=O)CCCN(C)C)cc3C(=O)N([C@H](C)CO)C[C@@H]2C)cc1
  A = -4.9	B = -2.2	C = -3.4	D = -4.5	E = -2.8	F = -16.4	G = 0.4	H = 2.4

Fc1cccc(Nc2c3c(nc4ccccc24)CCC3)c1
  A = 1.1	B = -5.1	C = ·	D = -1.0	E = 4.6	F = -2.1	G = -2.0	H = -1.3

Cc1noc(C)c1NC(=O)Nc1ccc2c(c1)CC(=O)N([C@@H](C)CO)C[C@@H](C)[C@@H](CN(C)Cc1ccccc1)O2
  A = -19.1	B = -3.6	C = 1.2	D = -2.3	E = -4.4	F = 8.7	G = 1.2	H = -3.1

Cc1ccc(S(=O)(=O)N(C)C[C@H]2OCCCC[C@H](C)Oc3ccc(NS(=O)(=O)c4ccccc4)cc3C(=O)N([C@@H](C)CO)C[C@@H]2C)cc1
  A = -9.6	B = 3.3	C = 0.1	D = -1.6	E = -3.0	F = -5.1	G = 1.6	H = -1.7

C[C@@H]1CN([C@H](C)CO)C(=O)Cc2cc(NC(=O)CCN3CCOCC3)ccc2O[C@H]1CN(C)Cc1ccc(C(=O)O)cc1
  A = -1.7	B = 0.6	C = 0.8	D = ·	E = 0.0	F = ·	G = -3.4	H = ·

CC(C)Oc1ccc(C(=O)NCc2cccnc2)cc1
  A = -4.2	B = 17.7	C = ·	D = ·	E = -2.1	F = ·	G = -5.7	H = ·

O=C(CN1CCCC1)Nc1ccc([N+](=O)[O-])cc1
  A = 1.4	B = -10.0	C = 2.0	D = -0.4	E = 3.6	F = 0.9	G = 5.2	H = ?

O=C(C[C@H]1CC[C@H]2[C@@H](COC[C@H](O)CN2S(=O)(=O)c2ccc(F)cc2)O1)N[C@@H]1CCN(Cc2ccccc2)C1
  A = 16.4	B = -2.5	C = 0.0	D = 0.1	E = -2.8	F = 15.4	G = -2.9	H = 4.4

CCOC(=O)c1sc(NC(=O)c2cc(-c3ccccc3)nc3ccccc23)c(C#N)c1C
  A = -4.4	B = -43.2	C = ·	D = ·	E = 0.5	F = ·	G = -7.9	H = ·

CC(C)CC#Cc1ccc([C@H]2[C@H](CO)N3C(=O)CN(C(=O)c4cnccn4)C[C@@H]23)cc1
  A = ·	B = ·	C = -0.3	D = 1.3	E = ·	F = -5.3	G = ·	H = 4.6

COC(=O)C1=C(C)N(Cc2ccco2)C(=O)N[C@@H]1c1ccco1
  A = 1.8	B = -2.8	C = -0.3	D = 1.8	E = 7.1	F = -15.1	G = -1.4	H = 0.7

COC(=O)c1c(C)oc2ccc(N(C(=O)c3ccncc3)S(=O)(=O)c3ccc(C)cc3)cc12
  A = -4.6	B = -45.2	C = ·	D = ·	E = -10.5	F = ·	G = -0.6	H = ·

FC(F)(F)c1cnc(Oc2cccc3ccccc23)c(Cl)c1
  A = 1.3	B = ·	C = 1.0	D = -1.1	E = ·	F = -3.0	G = ·	H = 4.1

CCOc1ncccc1C(=O)OCC(=O)Nc1ccc(C)c(S(=O)(=O)N(C)C)c1
  A = -1.7	B = -16.0	C = 0.7	D = 5.6	E = 2.5	F = 0.2	G = -3.9	H = 3.7

C[C@@H]1CN([C@H](C)CO)C(=O)c2cccc(NS(C)(=O)=O)c2O[C@@H]1CN(C)CC1CCCCC1
  A = 2.3	B = 1.1	C = -0.2	D = 0.4	E = 9.8	F = 3.8	G = -4.0	H = -3.0

NC(=O)[C@H]1CC2(CC(c3cccc(NC(=O)COc4ccc(Cl)cc4)c3)=NO2)CN1C(=O)c1ccc(Cl)cc1 (stereo partly specified)
  A = 5.4	B = 8.7	C = 0.4	D = 4.6	E = -7.5	F = -34.6	G = 4.3	H = 0.3

Cc1ccc(S(=O)(=O)N(C)C[C@H]2OCc3cn(nn3)CCCC(=O)N([C@@H](C)CO)C[C@@H]2C)cc1
  A = -2.7&1.7	B = -0.7&-3.2&1.2	C = 0.1&0.2	D = -0.6&0.5&-0.2	E = 1.0&3.3	F = 1.7&-1.0&-7.6	G = 0.9&2.9	H = -0.7&-4.7&-3.8

CN(C)C(=O)c1ccc(-c2ccc([C@H]3[C@H](CO)N4C(=O)CN(C(=O)C5CCC5)C[C@@H]34)cc2)cc1
  A = ·	B = ·	C = 0.0	D = 2.0	E = ·	F = -6.4	G = ·	H = 5.9

Cc1ccc(NC(=O)CN2CCN(Cc3ccccc3)CC2)cc1
  A = -12.2	B = -12.0	C = ·	D = -2.3	E = ·	F = -14.4	G = ·	H = 2.6

COc1cc(OC)cc(C(=O)Nc2nc(CC(=O)NC(C)c3ccccc3)cs2)c1 (stereo unspecified)
  A = -1.2	B = 5.2	C = 0.1	D = 0.1	E = 2.1	F = -11.6	G = -2.5	H = -9.1

O=C(COc1ccc2ccccc2c1)N1CCN(c2ccccc2)CC1
  A = -6.7	B = -4.8	C = -0.8	D = 1.2	E = -0.9	F = -8.8	G = 5.2	H = -1.5

C[C@H]1CN([C@@H](C)CO)C(=O)c2cc(-c3ccccc3)cnc2O[C@H]1CN(C)C(=O)c1cccnc1
  A = -8.8	B = -3.1	C = 0.4	D = -2.1	E = -5.9	F = -3.7	G = -3.8	H = -1.2

O=c1[nH][nH]c2c1[C@H](c1ccc(Cl)cc1)O[C@H](CCc1ccccc1)C2
  A = ·	B = ·	C = 0.8	D = 4.4	E = ·	F = -2.7	G = ·	H = 4.2

CCOC(=O)CC(=O)CSC1=C(C#N)C(c2ccccc2OC)CC(=O)N1 (stereo unspecified)
  A = 0.3	B = 5.7	C = ·	D = ·	E = 1.1	F = ·	G = 6.7	H = ·

Cc1ccccc1C(=O)N1CCC[C@H]1C(=O)N1CCC[C@H]1C(=O)NCc1ccccn1
  A = ·	B = ·	C = 0.0	D = 0.9	E = ·	F = -2.6	G = ·	H = 10.3

CCn1c(C)nc2cc(C(=O)N3N=C(CCOC)CC3(O)C(F)(F)F)ccc21 (stereo unspecified)
  A = -3.4	B = ·	C = -0.1	D = 2.2	E = ·	F = -2.6	G = ·	H = -1.1

From PubChem
